Screening results as filed in PubChem.
Menin-MLL TR inh: menin-MLL binding inhibition, Texas Red mutant peptide | 270,000 tested, 0.23% active | O00255 | Menin + Texas Red MLL mutant peptide, fluorescence polarization | Potency, µM (series often up to 61.6 µM), for inactives: top-dose FP activity change, negative = inhibition, usual class: inhibitors; active = well fitted inhibition curve with a large enough effect in the polarisation, with a control signal flat, not every such curve was filed as active; inconclusive = small, poorly fitted or top-dose-only effect, or effect the other way, or a change in a side signal; inactive = no such curve, though single readings can be large or run the other way; the % refers to the polarisation; note: potency is the fitted concentration of half-maximal effect; % of control where 0% means no effect; many of its hits are not listed in these tables
PKM2 activator: activators of human pyruvate kinase M2 | purified PKM2, Kinase-Glo ATP luminescence, activation; response scale: 0% is enzyme alone, no compound | Potency, µM (top dose mostly 57.5 µM), inactives show at the highest dose activation, actives largely listed as activators | 260,000 tested, 0.34% active; note: potency is the fitted concentration of half-maximal effect; % is set by controls: 0 for no effect and ±100 for the full control effect; nearly all actives have a fitted effect of over 55% in size
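Kinase-Glo luminescence reports ATP generated from ADP (0.1 mM) and PEP (0.5 mM) by purified hPK-M2 after 1 h at room temperature, pH 7.2 imidazole buffer; intermediate enzyme activity allows detecting inhibitors and activators.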
Giardia kill: Giardia lamblia killing; Giardia lamblia trophozoite viability; 340,000 tested, 0.15% active; activity change, % at 7.66 µM, hits read low; in the data active = activity change below about -80%; inconclusive = between about -30% and that limit;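 note: parasites exposed to compound for two days anaerobically before the ATP read; % is set by controls: 0 for no effect and ±100 for the full control effect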
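Anaerobic 48 hrs incubation at 37 deg C of 100 trophozoites/well with test compounds; ATPLite 1-Step luminescence, 15-30 min RT, reports cellular ATP as viability.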
VP16 counter: Gal4-VP16 reporter inhibition counter-screen; Drosophila S2 Gal4-VP16 UAS-luciferase, luminescence, 20 h; Potency, µM (doses to about 53.6 µM), for inactives: top-dose activity, negative = inhibition, most hits filed as inhibitors; 310,000 tested, 3.5% active; AID 2546;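 note: Gal4-VP16 expression switched on by copper sulfate through the metallothionein promoter; potency is the fitted concentration of half-maximal effect; % is set by controls: 0 for no effect and ±100 for the full control effect; nearly all actives have a fitted effect of over 50% in size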
NPC1 prom act: activators of NPC1 promoter | Huh7 NPC1 promoter luciferase reporter, 24 h | Potency, µM (doses to about 9.22 µM), for inactives: at the top dose activation, actives largely listed as activators | 320,000 tested, 2.4% active | AID 485313;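 note: potency is the fitted concentration of half-maximal effect; % of control where 0% means no effect; nearly all actives have a fitted effect of over 60% in size; reporter is driven by a mutant NPC1 promoter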
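Huh7 reporter cells (NPC1 promoter driving luciferase) are dosed with compound for 24 h at 37 °C, 5% CO2; luciferase detection reagent is then added and luminescence measured after 10 min at ambient temperature.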
ELG1 genotox: genotoxicity induction in ELG1-luciferase HEK293T cells. HEK293T ELG1-luciferase reporter, luminescence, 16 h. Potency, µM (doses to about 46 µM), for inactives: at the highest dose activity change, positive = activation, most hits filed as activators. 330,000 tested, 1.3% active; note: potency is the fitted concentration of half-maximal effect; % of control where 0% means no effect; nearly all actives have a fitted effect of over 60% in size
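Step 1: seed 2,000 HEK293T ELG1-luciferase cells per well. Step 2: add compound or DMSO, incubate 16 hr at 37 °C. Step 3: ONE-Glo, 30 min at room temperature, read luminescence.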
Rab9 promoter act: Rab9 promoter activation. AID 485297. 320,000 tested, 2.8% active. Huh7 Rab9 promoter-luciferase reporter, luminescence, 24 h. Potency, µM (titrated, usually from 9.22 µM), for inactives: top-dose activation, negative = inhibition, usual class: activators; note: potency is the fitted concentration of half-maximal effect; % of control where 0% means no effect; nearly all actives have a fitted effect of over 60% in size
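Luminescence read-out: Huh7 cells stably expressing Rab9-luciferase, treated 24 h with compound at 37 °C, then lysed with luciferase reagent for 10 min at ambient before reading.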
p53 reactivator: restores transcriptional activity of mutant p53; H1299 p53-A138V BP100-luciferase reporter, luminescence, 24 h; Potency, µM (highest dose often 92.2 µM), inactives show top-dose activity change, positive = activation, usual class: activators; 320,000 tested, 0.063% active; AID 504706; note: potency is the fitted concentration of half-maximal effect; % of control where 0% means no effect; nearly all actives have a fitted effect of over 45% in size
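H1299 (p53-null), stable ts p53-A138V + BP100-Luc; 1000 cells/well, Opti-MEM/10% FBS; cpd 4 pt, 1:5; 24 h, 37 deg C, 5% CO2; detection reagent 10 min RT; luminescence.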
BRCA1 expr up: activators of BRCA1 expression; MCF7-BRCA1-FFLuc reporter, luminescence, 48 h; response scale: scaled: vehicle 0%, 10 µM genistein 100%; 380,000 tested, 1.1% active; Potency, µM (doses to about 46.1 µM), inactives show top-dose activation, most hits filed as activators; AID 624202; note: potency is the fitted concentration of half-maximal effect; nearly all actives have a fitted effect of over 80% in size; some results filed as inactive show a strong effect at the top dose
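Compounds are tested at multiple concentrations on MCF7 BRCA1-luciferase reporter cells seeded at 2000 per well; after 48 h, a single luminescence end-point is taken and curves fitted to the normalized data.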
RORg inh: inhibitors of mouse ROR gamma transcriptional activity; P51450; Drosophila S2 Gal4-RORgamma UAS-luciferase reporter, 20 h; Potency, µM (doses to about 53.6 µM), without a hit: at the top dose activity change, negative = inhibition, usual class: inhibitors; 310,000 tested, 5.4% active; note: potency is the fitted concentration of half-maximal effect; % is set by controls: 0 for no effect and ±100 for the full control effect; nearly all actives have a fitted effect of over 60% in size
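Drosophila S2 cells stably expressing Gal4-DBD/mouse RORγ fusion under metallothionein promoter plus UAS-luciferase; compound 1 h, then 700 uM CuSO4 induction for 20 h at ambient temperature; inhibition read as reduced luminescence.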
FLuc counter: counter-screen for miR-21 project: firefly luciferase inhibitors or activators. P08659. purified FLuc, Km substrates, luminescence inhibition. Potency, µM (titrated, usually from 57.5 µM), inactives show at the top dose activity change, negative = inhibition, usual class: inhibitors. 360,000 tested, 6.9% active. AID 588342;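 note: potency is the fitted concentration of half-maximal effect; plate controls were vehicle for no effect and reference inhibitor for full effect; nearly all actives have a fitted effect of over 55% in size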
Target sequence (P08659 whole entry, looked up): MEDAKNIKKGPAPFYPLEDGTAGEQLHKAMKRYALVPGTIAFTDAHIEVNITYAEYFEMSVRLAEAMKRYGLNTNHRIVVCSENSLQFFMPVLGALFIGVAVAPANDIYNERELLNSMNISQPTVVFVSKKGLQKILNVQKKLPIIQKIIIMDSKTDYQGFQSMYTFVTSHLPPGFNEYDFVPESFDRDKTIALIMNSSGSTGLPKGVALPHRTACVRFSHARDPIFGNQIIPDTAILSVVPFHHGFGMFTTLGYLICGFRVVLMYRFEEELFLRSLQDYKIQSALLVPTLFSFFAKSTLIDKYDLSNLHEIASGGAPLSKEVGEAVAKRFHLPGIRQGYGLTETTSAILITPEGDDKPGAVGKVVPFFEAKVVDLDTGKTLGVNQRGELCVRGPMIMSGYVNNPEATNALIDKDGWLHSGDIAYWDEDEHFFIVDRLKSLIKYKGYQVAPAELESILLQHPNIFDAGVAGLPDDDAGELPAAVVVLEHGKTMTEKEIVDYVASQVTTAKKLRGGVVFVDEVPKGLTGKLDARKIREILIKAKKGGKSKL
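Purified P. pyralis luciferase (10nM final) with 10uM D-luciferin and 10uM ATP (Km levels) in 50mM Tris acetate pH 7.5, 10mM Mg acetate, 0.01% Tween-20, 0.05% BSA; qHTS 6-point titration, ~60 µM downward; luminescence read.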
* marks the source's active call; other numbers are inactive results; u = inconclusive; x = not tested or not shown; [ ] = dose if it differs, or a comment. Unless noted, calls come from the whole dose curve; as a rule, active = well fitted curve in the direction sought with a large enough effect; inconclusive = small, poorly fitted or top-dose-only effect, or another doubt; inactive = no such curve, though single readings can be large; an effect the other way counts as inactive or inconclusive.

structure	Menin-MLL TR inh	PKM2 activator	Giardia kill	VP16 counter	NPC1 prom act	ELG1 genotox	Rab9 promoter act	p53 reactivator	BRCA1 expr up	RORg inh	FLuc counter
COc1ccc(CC(NC(C)=O)C(=O)NC2CCN(S(=O)(=O)c3ccc(NC(C)=O)cc3)CC2)c(OC)c1 (centres undefined)	-1%	-2%	-5	5%	-2%	13%	-1%	11%	-24%	4%	0%
O=C(O)CCCNC(=O)OCc1ccccc1	18%	-3%	17	6.3µM*	0%	2%	-16%	-7%	-1%	u	u
Cc1ccc(C(=O)Oc2cc(N)n(S(=O)(=O)c3ccc(F)cc3)n2)cc1	-1%	4%	-10	0%	-16%	0%	-13%	2%	-7%	-36%	-9%
Cc1nn2c(-c3ccncc3)nnc2c2ccccc12	-25%	0%	8	-5%[0.365 µM]	0%	-2%	-3%	-2%	39%	u	0%
C=CCOC(=O)/C(=C\c1cccc2ccccc12)NC(=O)c1ccccc1	11%	0%	-14	4%	-1%	0%	-1%	10%	13%	u	u
CCCC(c1nnnn1Cc1ccc(F)cc1)N1CCN(C)CC1 (centres undefined)	-9%	-2%	1	9%	1%	1%	0%	-1%	-7%	14%	2%
COc1ccc2c(c1)N1CCN=C1N2C	1%	-4%	-4	7%	0%	1%	0%	-4%	-10%	-7%	-1%
NNC(=O)c1cccc(COc2ccccc2Br)c1	32%[activator]	5%	-14	u	0.35µM*	u	0.89µM*	u	u	u	7.6µM*
Cc1ccc(NC(=O)Cc2ccc([N+](=O)[O-])cc2)c(Br)c1	11%	-10%	-3	-7%	2%	u	-2%	-8%	-23%	-5%	0%
Cc1ccc(CSCC(=O)Nc2ccccc2)cc1	0%	x	0	-11%	15%	13%	16%	14%	57%	-3%	-4%
COc1ccc(N2C(=O)CCC(C(=O)NCc3ccccn3)C2c2ccc(OC)c(OC)c2)cc1 (centres undefined)	-24%	-4%	-1	22%	0%	-2%	3%	5%	10%	-3%	-1%
Cc1ccc(NC(=O)N2CCN(c3ccccn3)CC2)cc1	2%	1%	1	-11%	2%	0%	3%	6%	32%	u	-20%
CCN(Cc1ccccc1)C(=O)/C=C/c1ccccc1[N+](=O)[O-]	-18%	1%	-17	-2%	2%	-5%	10%	-4%	-7%	37%	2%
COc1ccccc1CCC(=O)Nc1ccc2c(c1)CN(CCCn1cccn1)CC2	x	x	4	6%	-3%	-1%	-3%	-5%	0%	6%	-12%
CC(=O)OCCn1c2nc(=O)[nH]c(=O)c-2nc2cc(C)c(C)cc21	-2%	3%	-13	7%	-5%	-10%	0%	-20%	-13%	-15%	5%
Cc1c(C)c2c(OCC(=O)NCc3ccccn3)cc3c(c2oc1=O)CCC(C)(C)O3	u	2%	4	-1%	4%	-2%	0%	x	-4%	27%	-8%
CCN1CCN(CCCN(Cc2ccco2)C(=S)Nc2cccc(Cl)c2C)CC1	12%	-6%	-1	-3%	-3%	1%	2%	-2%	-16%	16%	-1%
CC(NC(=O)CN1C(=O)NC2(CCCCC2C)C1=O)c1ccccc1 (centres undefined)	x	x	-6	x	-5%	0%	-3%	-6%	-13%	x	-2%
CSc1nn(-c2ccc(C(=O)OC(C(=O)NC(N)=O)C(C)C)cc2)c(=S)s1 (centres undefined)	8%	-1%	-2	-2%[10 µM]	2%	-7%	-3%	10%	-37%	11%	-1%
CCOC(=O)N1CCN(S(=O)(=O)N2CCCC(C(=O)NCCc3ccc(OCC)c(OCC)c3)C2)CC1 (centres undefined)	-2%	x	-4	6%	1%	-3%	-3%	-11%	-8%	12%	1%
CC(C)(C)c1nn(-c2ccccc2)c2[nH]c(=O)c(CNc3ccc4c(c3)OCCO4)cc12	-2%	-4%	-9	-17%	6%	u	-4%	6%	-38%	u	-10%
COc1cc(NC(=O)CCS(=O)(=O)c2ccc3c(c2)oc(=O)n3C)cc(OC)c1	x	x	13	-3%	-2%	0%	3%	9%	-3%	10%	-1%
CCOC(=O)C1=NN(C(=O)c2ccc(C)cc2)C(O)(c2ccc(Cl)cc2)C1 (centres undefined)	x	-10%	-6	u	4%	-2%	12%	-2%	3%	u	-11%
COc1ccc(C2CC(c3ccc(F)cc3)n3nc(NS(C)(=O)=O)nc3N2)cc1 (centres undefined)	x	-5%	26	-2%	-9%	-2%	0%	-5%	-9%	5%	-12%
COc1cccc(/C=N/NC(=O)CNC(=O)C(c2ccccc2)c2ccccc2)c1O	u	x	-11	u	-36%[inhibitor]	u	-7%	u	-97%	1.8µM*	4.8µM*
COc1cc(/C=N/NC(=O)CCC(=O)NC2CCCCC2)ccc1C	-4%	0%	8	-11%	-3%	0%	-3%	-1%	26%	25%	5%
CC(C)(C)OC(=O)N[C@@H](Cc1ccccc1)c1nnc(S(=O)(=O)Cc2ccccc2)o1	u	u	x	4.5µM*	-11%	1%	4%	-11%	x	4.5µM*	-17%
CCOc1ccsc1C(=O)OC	x	2%	-7	-5%	0%	-2%	-3%	1%	-7%	20%	-1%
Cc1ccc(-c2noc(-c3ccccc3C(=O)NCC3CCCO3)n2)cc1 (centres undefined)	-5%	3%	-8	1%	14%	-1%	8%	11%	10%	u	4.8µM*
COc1ccc(N(CC(=O)NCc2ccccc2)S(=O)(=O)c2c(C)nn(C)c2C)cc1	-24%	-28%	-21	-5%	0%	-8%	-1%	2%	-1%	-33%	0%

In the list so far, two contain a nitro group on carbon:
structure	Menin-MLL TR inh	PKM2 activator	Giardia kill	VP16 counter	NPC1 prom act	ELG1 genotox	Rab9 promoter act	p53 reactivator	BRCA1 expr up	RORg inh	FLuc counter
Cc1ccc(NC(=O)Cc2ccc([N+](=O)[O-])cc2)c(Br)c1	11%	-10%	-3	-7%	2%	u	-2%	-8%	-23%	-5%	0%
CCN(Cc1ccccc1)C(=O)/C=C/c1ccccc1[N+](=O)[O-]	-18%	1%	-17	-2%	2%	-5%	10%	-4%	-7%	37%	2%

New compounds follow
Order of results: Menin-MLL TR inh	PKM2 activator	Giardia kill	VP16 counter	NPC1 prom act	ELG1 genotox	Rab9 promoter act	p53 reactivator	BRCA1 expr up	RORg inh	FLuc counter
COc1cc(/C=N/N2C(C)CCCC2C)cc(Br)c1O (centres undefined)
 : 5%	13%	4	1%	-4%	-4%	0%	5%	-2%	21%	-2%
COC(=O)CCCn1nc(NC(=O)COc2ccc(F)cc2)cc1C
 : 0%	x	4	3%	-3%	-1%	-1%	-1%	3%	17%	0%
COc1ccc(C(=O)/C=C/Nc2ccccn2)cc1
 : 6%	-63%	-14	3.5µM*	0.1µM*	x	0.1µM*	-4%	u	3.5µM*	0.11µM*
Cn1nc(C(F)(F)F)c(-c2ccc(Br)cc2)c1NC(=O)c1ccco1
 : x	3%	1	-24%	0%	-6%	-13%	-8%	-37%	38%	6%
CC1Cc2nc(SCC(=O)Nc3ccc4c(c3)OCO4)n(Cc3ccccc3)c(=O)c2S1 (centres undefined)
 : u	0%	-8	x	u	u	u	-8%	11µM*	0%[0.365 µM]	u
COCC(C)NC(=O)CSc1nnc(-c2cccc(S(=O)(=O)N3CCCCC3)c2)o1 (centres undefined)
 : -4%	-24%	-3	0%	-9%	-3%	2%	0%	-7%	1%	-1%

Only RORg inh, for three of the compounds above:
Structure | RORg inh
COc1ccc(C(=O)/C=C/Nc2ccccn2)cc1 | 3.5µM*
Cn1nc(C(F)(F)F)c(-c2ccc(Br)cc2)c1NC(=O)c1ccco1 | 38%
CC1Cc2nc(SCC(=O)Nc3ccc4c(c3)OCO4)n(Cc3ccccc3)c(=O)c2S1 (centres undefined) | 0%[0.365 µM]

This is a subset; the hit share may differ from the screen's.
